Rtt109 Vps75: inhibitors of Candida albicans Rtt109/Vps75 histone acetyltransferase. purified Rtt109/Vps75, ThioGlo CoA-SH fluorescence, 4 h. inhibition, % at 34.9 µM. actives 0.16% (n = 330,000);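 active = inhibition of at least 50% in every replicate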
Target sequence (Q5AAJ8 whole entry, looked up): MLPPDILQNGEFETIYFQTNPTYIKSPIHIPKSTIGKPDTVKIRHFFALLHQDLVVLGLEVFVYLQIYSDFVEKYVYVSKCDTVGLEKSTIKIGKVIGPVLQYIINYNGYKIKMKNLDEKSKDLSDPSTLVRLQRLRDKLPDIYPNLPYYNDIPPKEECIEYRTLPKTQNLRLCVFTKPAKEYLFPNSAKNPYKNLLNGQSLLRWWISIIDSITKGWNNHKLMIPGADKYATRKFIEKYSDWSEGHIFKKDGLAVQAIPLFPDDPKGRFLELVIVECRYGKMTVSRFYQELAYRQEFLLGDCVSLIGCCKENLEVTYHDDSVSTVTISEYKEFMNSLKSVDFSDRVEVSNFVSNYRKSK
SR-BI DiI-HDL act: SR-BI HDL lipid transfer activation. AID 504775. actives 0.096% (n = 320,000). CHO ldlA[mSR-BI] cells, DiI-HDL uptake fluorescence, 3 h; 100 = double the neutral-control signal. activation, % at 12.5 µM;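 active = mean replicate activation of at least 60% and every replicate at or above 60%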;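 note: 0% = median plate neutral-control signal and 100% = twice that signal; values of inactives mirror those of a sister screen read the other way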
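Material: SR-BI-overexpressing, LDLR-lacking CHO cells | Dosing: Single compound concentration, delivered by pin transfer | Probe or stimulus: Labelled HDL, 10 µg/mL | Signal: Bottom-read cell fluorescence after medium removal, ex 550/em 595 nm | Schedule: 3 h, 37 °C | Evaluation: HDL uptake via cellular fluorescence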
RTF Ca sens act: cardiac RTF calcium sensitization; activation, % at 7.2 µM; actives 0.24% (n = 340,000); AID 493008; IANBD-labeled TnC RTF fluorescence at EC20 calcium; 0% EC20 calcium, 100% full calcium; P19429+P45379;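 active = activation above the mean over all tested compounds plus 3 SD, cut at about 30% in these data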;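 note: rise in fluorescence read as greater calcium sensitivity of cardiac thin filaments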
MITF TRPM1 HTS: MITF TRPM1 promoter activation in melanoma cells. SK-MEL-5 TRPM1-promoter luciferase, 24 h; % of positive control, neutral wells = 0. activation, % at 12.5 µM. actives 0.75% (n = 300,000). AID 588334;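 active = mean activation of at least 80% with every replicate also reaching 80%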;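 note: 0% = neutral control wells and 100% = parthenolide positive control wells; values of inactives mirror those of a sister screen read the other way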
PvdQ acylase: blocks Pseudomonas aeruginosa PvdQ acylase activity; purified PvdQ acylase, fluorescence plate reader; inhibition, % at 10 µM; actives 0.063% (n = 340,000); in the data active = inhibition above about 30%, passing the limit was not always enough;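 note: 0% = vehicle neutral wells and 100% = reference inhibitor wells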
CDK5 inh: inhibitors of human CDK5/p35 kinase; Q00535+Q15078; inhibition, % at 10 µM; Recombinant CDK5/p35, ADP-Glo luminescence, 60 min; actives 0.01% (n = 330,000);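 active = highest replicate inhibition of at least 50% and at least 75% of replicates reaching 50%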;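 note: plate controls were DMSO neutral control for no effect and GW8510 at 10 µM for full effect; many of its hits are not listed in these tables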
HTR5A ag: counter-screen for OPRM1-OPRD1 agonists: human HTR5A agonism | HTR5A agonist assay, luminescence, cell-based | activation, % at 9.3 µM | actives 0.61% (n = 340,000) | AID 504692; in the data active = activation mostly above about 9.5%, no sharp cut-off; inactive = mostly below about 7.6%;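 note: 0% = cells with vehicle only and 100% = reference agonist; strong numbers were not always called active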
SR-BI HDL uptake: mouse SR-BI HDL lipid transfer inhibition; actives 0.96% (n = 320,000); Q61009; inhibition, % at 12.5 µM; AID 488896; ldlA[mSR-BI] CHO cells, DiI-HDL uptake fluorescence, 3 h;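 active = mean replicate inhibition of at least 70% and a set share of replicates each scoring 70 or more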;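 note: 0% = median of neutral control wells and 100% = median of positive control wells; values of inactives mirror those of a sister screen read the other way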
Target sequence (Q61009 whole entry, looked up): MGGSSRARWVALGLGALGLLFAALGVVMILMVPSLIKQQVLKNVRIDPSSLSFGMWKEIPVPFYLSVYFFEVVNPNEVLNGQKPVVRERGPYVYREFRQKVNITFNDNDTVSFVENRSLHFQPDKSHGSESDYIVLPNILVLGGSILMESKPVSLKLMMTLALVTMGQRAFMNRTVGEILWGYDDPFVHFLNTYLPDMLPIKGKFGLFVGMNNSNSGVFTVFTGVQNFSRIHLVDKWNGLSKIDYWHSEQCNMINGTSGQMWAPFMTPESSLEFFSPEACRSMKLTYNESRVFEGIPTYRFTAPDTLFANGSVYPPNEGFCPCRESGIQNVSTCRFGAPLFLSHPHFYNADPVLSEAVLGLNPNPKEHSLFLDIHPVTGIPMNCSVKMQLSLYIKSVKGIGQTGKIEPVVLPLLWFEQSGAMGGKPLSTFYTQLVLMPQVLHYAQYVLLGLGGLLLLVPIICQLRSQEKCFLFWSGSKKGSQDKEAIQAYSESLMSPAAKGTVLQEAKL
Wnt bcat act: activates Wnt/beta-catenin signaling in a reporter cell assay. activator, plate reader. activation, % at 9.35 µM. actives 1.2% (n = 300,000). AID 743398; in the data active = activation above about 30%, passing the limit was not always enough;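 note: 0% = neutral control wells and 100% = positive control wells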
dFosB act: mouse delta FosB homodimer activation | P13346 | actives 0.99% (n = 340,000) | purified delta FosB, TAMRA-CDK5 oligo fluorescence polarization; percent of positive-control signal above neutral wells | activation, % at 25 µM;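 active = mean activation above about 17%, with every replicate also reaching it, limit read from the data, passing the limit was not always enough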;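 note: fluorescence polarization rise as delta FosB binds a TAMRA Cdk5 AP-1 oligo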
* hit, by the source's call.

CC(=O)Nc1ccc(S(=O)(=O)NCCC(=O)OCC(=O)NCc2ccccc2)cc1 was read as Rtt109 Vps75 0, SR-BI DiI-HDL act 3, RTF Ca sens act -1, MITF TRPM1 HTS 0, PvdQ acylase 0, CDK5 inh -0.1, HTR5A ag 1, SR-BI HDL uptake -3, Wnt bcat act -1 and dFosB act 2.
O=C(NCc1ccc(F)cc1)c1cccnc1 was read as Rtt109 Vps75 -4, SR-BI DiI-HDL act 30, RTF Ca sens act 4, MITF TRPM1 HTS -8, PvdQ acylase -11, CDK5 inh 1.0, HTR5A ag -1, SR-BI HDL uptake -30, Wnt bcat act 0 and dFosB act -1.
For COc1ccc(C(=O)CC(=O)C(=O)Nc2ccccc2)cc1 the results were Rtt109 Vps75 -5, SR-BI DiI-HDL act 29, RTF Ca sens act 6, MITF TRPM1 HTS 3, PvdQ acylase -16, CDK5 inh 0.7, HTR5A ag 3, SR-BI HDL uptake -29, Wnt bcat act 4 and dFosB act -5.
Cc1cccc(NC(=O)CSCC(=O)Nc2nnc(C3CC3)s2)c1 was read as Rtt109 Vps75 -7, SR-BI DiI-HDL act 6, RTF Ca sens act -2, MITF TRPM1 HTS 3, PvdQ acylase -7, CDK5 inh 1.7, HTR5A ag -4, SR-BI HDL uptake -6, Wnt bcat act -1 and dFosB act 1.
For C/C(=N/NC(=O)c1ccoc1C)c1ccc(NC(=O)c2ccncc2)cc1 the results were Rtt109 Vps75 -7, SR-BI DiI-HDL act -4, RTF Ca sens act 3, MITF TRPM1 HTS -5, PvdQ acylase -1, CDK5 inh 1.1, HTR5A ag -1, SR-BI HDL uptake 4, Wnt bcat act -3 and dFosB act 2.
COc1ccc([C@H]2/C=C\CN(C(=O)c3ccc(C)cc3)[C@@H](C)C(=O)N2Cc2ccc(F)cc2)cc1 was read as Rtt109 Vps75 13, SR-BI DiI-HDL act 14, RTF Ca sens act -9, MITF TRPM1 HTS 2, PvdQ acylase 3, CDK5 inh 0.4, HTR5A ag 7, SR-BI HDL uptake -14, Wnt bcat act -3 and dFosB act -5.
CN(CC(=O)Nc1cccc(F)c1)C(=O)c1ccc(N2CCCCCC2)c([N+](=O)[O-])c1 was read as Rtt109 Vps75 14, SR-BI DiI-HDL act -23, RTF Ca sens act -21, MITF TRPM1 HTS -8, PvdQ acylase 4, CDK5 inh -0.1, HTR5A ag -7, SR-BI HDL uptake 23, Wnt bcat act -2 and dFosB act -1.
`OCC1CCCN(C(=S)NCCc2ccccc2)C1` (configuration not stated) gave Rtt109 Vps75 -1, SR-BI DiI-HDL act 2, RTF Ca sens act -4, MITF TRPM1 HTS 77, PvdQ acylase -20, CDK5 inh 1.2, HTR5A ag -4, SR-BI HDL uptake -2, Wnt bcat act 5 and dFosB act 7.
O=C(COC(=O)CCC(=O)c1ccccc1)Nc1nnc(-c2ccccc2)o1 was read as Rtt109 Vps75 -4, SR-BI DiI-HDL act 7, RTF Ca sens act 2, MITF TRPM1 HTS 7, PvdQ acylase -9, CDK5 inh -0.4, HTR5A ag -3, SR-BI HDL uptake -7, Wnt bcat act 1 and dFosB act -6.
`Cc1nn(CCCC(=O)N2CCN(c3ccc(F)cc3)CC2)c(C)c1[N+](=O)[O-]` gave Rtt109 Vps75 1, SR-BI DiI-HDL act -31, RTF Ca sens act 3, MITF TRPM1 HTS 0, PvdQ acylase -12, CDK5 inh 0.7, HTR5A ag -4, SR-BI HDL uptake 31, Wnt bcat act 4 and dFosB act 1.
`Cc1cc(NC(=O)NN2CCOCC2)nn1-c1c(Cl)cc(Cl)cc1Cl` gave Rtt109 Vps75 -1, SR-BI DiI-HDL act 3, RTF Ca sens act -4, MITF TRPM1 HTS -2, PvdQ acylase -6, CDK5 inh 0.1, HTR5A ag -6, SR-BI HDL uptake -3, Wnt bcat act -2 and dFosB act 0.
Screening COc1cccc(C(=O)N(Cc2ccc(N(C)C)cc2)C2CCS(=O)(=O)C2)c1 (configuration not stated) returned Rtt109 Vps75 3, SR-BI DiI-HDL act 21, RTF Ca sens act -5, MITF TRPM1 HTS -8, PvdQ acylase 4, CDK5 inh -0.4, HTR5A ag 4, SR-BI HDL uptake -21, Wnt bcat act -3 and dFosB act -3.
CCC(=O)Nc1nnc(S(=O)(=O)N(CC)c2ccc(Cl)cc2)s1 was read as Rtt109 Vps75 -10, SR-BI DiI-HDL act 16, RTF Ca sens act -4, MITF TRPM1 HTS -2, PvdQ acylase -13, CDK5 inh 0.4, HTR5A ag 0, SR-BI HDL uptake -16, Wnt bcat act -1 and dFosB act -3.
Cc1cc(C)c(OCC(=O)N/N=C/c2ccc3c(c2)OCO3)c(C)c1 was read as Rtt109 Vps75 -26, SR-BI DiI-HDL act 13, RTF Ca sens act -4, MITF TRPM1 HTS 3, PvdQ acylase -6, CDK5 inh 1.0, HTR5A ag 4, SR-BI HDL uptake -14 and dFosB act -12.
For CCCOc1ccc(N2C(=O)CC(N(O)c3ccccc3)C2=O)cc1 (configuration not stated) the results were Rtt109 Vps75 -5, SR-BI DiI-HDL act -21, RTF Ca sens act 0, MITF TRPM1 HTS 80, PvdQ acylase 14, CDK5 inh -1.7, HTR5A ag -3, SR-BI HDL uptake 21, Wnt bcat act 14 and dFosB act 1.
For C/C(=N/NC(=S)Nc1ccccc1)c1ccc2c(c1)OCO2 the results were Rtt109 Vps75 12, SR-BI DiI-HDL act -23, RTF Ca sens act -5, MITF TRPM1 HTS 14, PvdQ acylase -13, CDK5 inh 2.0, HTR5A ag -1, SR-BI HDL uptake 23, Wnt bcat act 6 and dFosB act -1.
For CCOc1cc(CNC(=O)CN2C(=O)c3ccccc3S2(=O)=O)ccc1OC the results were Rtt109 Vps75 7, SR-BI DiI-HDL act 3, RTF Ca sens act -1, MITF TRPM1 HTS -6, PvdQ acylase -12, CDK5 inh -0.2, HTR5A ag 2, SR-BI HDL uptake -3, Wnt bcat act -4 and dFosB act 1.
Screening COc1ccc(C(=O)COC(=O)/C=C/c2ccccc2)cc1 returned Rtt109 Vps75 -14, SR-BI DiI-HDL act 13, RTF Ca sens act 0, MITF TRPM1 HTS 8, PvdQ acylase -8, CDK5 inh 1.6, HTR5A ag 5, SR-BI HDL uptake -13, Wnt bcat act 1 and dFosB act -8.
`CC1CC(C)CN(C(=O)COC(=O)c2cncc(Br)c2)C1` (configuration not stated) gave Rtt109 Vps75 6, SR-BI DiI-HDL act 3, RTF Ca sens act 2, MITF TRPM1 HTS 1, PvdQ acylase 5, CDK5 inh -0.2, HTR5A ag 1, SR-BI HDL uptake -3, Wnt bcat act -1 and dFosB act 1.
For COc1cc(/C=C2\SC(=S)N(CC(=O)Nc3ccc(O)cc3)C2=O)cc(OC)c1OC the results were Rtt109 Vps75 0, SR-BI DiI-HDL act -22, RTF Ca sens act -2, MITF TRPM1 HTS 1, PvdQ acylase -11, CDK5 inh -1.1, HTR5A ag -2, SR-BI HDL uptake 22, Wnt bcat act -5 and dFosB act 18*.
O=C(Nc1ccc(Cl)cc1[N+](=O)[O-])c1ccc2c(c1)OCCO2 was read as Rtt109 Vps75 -9, SR-BI DiI-HDL act 9, RTF Ca sens act 2, MITF TRPM1 HTS 69, PvdQ acylase 3, CDK5 inh 0.0, HTR5A ag -4, SR-BI HDL uptake -9, Wnt bcat act 28 and dFosB act -3.
`Nc1nc(CN2CCN(c3ccccn3)CC2)nc(Nc2ccc(F)cc2)n1` gave Rtt109 Vps75 1, SR-BI DiI-HDL act -5, RTF Ca sens act -3, MITF TRPM1 HTS -33, PvdQ acylase 2, CDK5 inh -0.6, HTR5A ag 1, SR-BI HDL uptake 5 and dFosB act -7.
For O=C(N/C(=C/c1cccc([N+](=O)[O-])c1)C(=O)N1CCCCCC1)c1cccs1 the results were Rtt109 Vps75 -6, SR-BI DiI-HDL act 14, RTF Ca sens act -3, MITF TRPM1 HTS 13, PvdQ acylase -6, CDK5 inh -2.2, HTR5A ag 0, SR-BI HDL uptake -14, Wnt bcat act -3 and dFosB act -8.
O=C(CSc1ccccc1)Nc1cccc(NC(=O)c2ccco2)c1 was read as SR-BI DiI-HDL act 14, RTF Ca sens act -3, MITF TRPM1 HTS 0, PvdQ acylase -12, CDK5 inh -1.0, HTR5A ag -7, SR-BI HDL uptake -14, Wnt bcat act -2 and dFosB act -9.
For Cc1cc(=O)oc2ccc(OC(=O)c3cccc(S(=O)(=O)N4CCOCC4)c3)cc12 the results were Rtt109 Vps75 -5, SR-BI DiI-HDL act -54, RTF Ca sens act 2, MITF TRPM1 HTS 7, PvdQ acylase -10, CDK5 inh -0.3, HTR5A ag -6, SR-BI HDL uptake 54 and dFosB act -4.
For OCC12COC(c3ccccc3)N1C(c1ccccc1)OC2 (configuration not stated) the results were Rtt109 Vps75 7, SR-BI DiI-HDL act 27, RTF Ca sens act -1, MITF TRPM1 HTS -9, PvdQ acylase 2, CDK5 inh -0.3, HTR5A ag 0, SR-BI HDL uptake -27 and dFosB act -6.
Screening Cc1ccccc1CSCC(=O)Nc1ccccc1-c1ccccc1 returned Rtt109 Vps75 -3, SR-BI DiI-HDL act 0, RTF Ca sens act 4, MITF TRPM1 HTS 17, PvdQ acylase -6, CDK5 inh -1.2, HTR5A ag -1, SR-BI HDL uptake 0, Wnt bcat act 0 and dFosB act -17.
CCC(CC)C(=O)N1CCN(c2cccc(C)c2C)CC1 was read as Rtt109 Vps75 4, SR-BI DiI-HDL act 4, RTF Ca sens act -5, MITF TRPM1 HTS -8, PvdQ acylase -11, CDK5 inh 0.6, HTR5A ag 0, SR-BI HDL uptake -4, Wnt bcat act -4 and dFosB act 4.
Screening Cc1nn(C)cc1C(C(=O)NC1CCCCC1)N(C(=O)Cn1nnc2ccccc21)c1ccc(F)cc1 (configuration not stated) returned Rtt109 Vps75 -3, SR-BI DiI-HDL act 36, RTF Ca sens act 0, MITF TRPM1 HTS 4, PvdQ acylase -5, CDK5 inh 0.9, HTR5A ag 2, SR-BI HDL uptake -36 and dFosB act -5.
For CCCCNC(=O)c1ccc(N2CCOCC2)c(NS(=O)(=O)c2ccc(OC)cc2)c1 the results were Rtt109 Vps75 -3, SR-BI DiI-HDL act 13, RTF Ca sens act -5, MITF TRPM1 HTS -1, PvdQ acylase -5, CDK5 inh 1.5, HTR5A ag 3, SR-BI HDL uptake -13, Wnt bcat act -3 and dFosB act 6.
For Cc1ccc(N2CCN(/N=C/c3sccc3C)CC2)cc1 the results were Rtt109 Vps75 13, SR-BI DiI-HDL act -11, RTF Ca sens act -1, MITF TRPM1 HTS 45, PvdQ acylase -1, CDK5 inh 0.6, HTR5A ag 1, SR-BI HDL uptake 11, Wnt bcat act 0 and dFosB act 6.

Nothing new here: an excerpt of the list.
For CCCCNC(=O)c1ccc(N2CCOCC2)c(NS(=O)(=O)c2ccc(OC)cc2)c1 the results were Rtt109 Vps75 -3, SR-BI DiI-HDL act 13, RTF Ca sens act -5, MITF TRPM1 HTS -1, PvdQ acylase -5, CDK5 inh 1.5, HTR5A ag 3, SR-BI HDL uptake -13, Wnt bcat act -3 and dFosB act 6.
For Cc1ccc(N2CCN(/N=C/c3sccc3C)CC2)cc1 the results were Rtt109 Vps75 13, SR-BI DiI-HDL act -11, RTF Ca sens act -1, MITF TRPM1 HTS 45, PvdQ acylase -1, CDK5 inh 0.6, HTR5A ag 1, SR-BI HDL uptake 11, Wnt bcat act 0 and dFosB act 6.

High-throughput results: PubChem BioAssay, several laboratories
